GPR151 ag: human GPR151 activation; PathHunter beta-arrestin GPR151 cells, luminescence; activation, % at 11.2 µM; actives 1% (n = 650,000); AID 1508602; in the data active means activation above about 4.9%;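 further: 0% = median of compound wells and 100% = cells with positive control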
Target sequence (Q8TDV0 whole entry, looked up): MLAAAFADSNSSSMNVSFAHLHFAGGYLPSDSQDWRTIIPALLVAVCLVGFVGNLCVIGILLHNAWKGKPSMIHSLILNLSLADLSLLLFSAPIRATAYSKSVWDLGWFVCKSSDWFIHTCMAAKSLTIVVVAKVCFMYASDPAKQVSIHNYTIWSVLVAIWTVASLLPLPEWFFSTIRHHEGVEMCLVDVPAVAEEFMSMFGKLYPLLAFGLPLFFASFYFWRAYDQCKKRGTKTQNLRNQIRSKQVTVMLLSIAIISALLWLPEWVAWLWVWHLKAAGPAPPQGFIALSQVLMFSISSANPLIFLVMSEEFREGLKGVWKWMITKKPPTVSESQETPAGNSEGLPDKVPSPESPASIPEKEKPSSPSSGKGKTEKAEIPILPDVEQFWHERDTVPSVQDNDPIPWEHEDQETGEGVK
FBW7 activator: activators of human E3 ligase FBW7. Q969H0. AlphaScreen FBW7–phospho-cyclin E peptide binding, activator screen. normalized activity (activation), % at 26.1 µM. actives 0.13% (n = 650,000); in the data active means normalized activity above about 1.9%;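 further: purified mutant Fbw7 with reduced substrate affinity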
TEAD-YAP inh: TEAD-YAP interaction inhibition | HEK-TIYL cells, TEAD-Gal4/YAP UAS-luciferase luminescence | inhibition, % at 9.12 µM | actives 1.4% (n = 640,000); in the data active means inhibition above about 32%;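 further: 0% = median of test compound wells and 100% = reference inhibitor wells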
MITF primary: human MITF inhibition, primary screen; O75030; AlphaScreen MITF homodimerization, bead proximity signal; inhibition, % at 2.6 µM; actives 0.91% (n = 650,000); AID 1259374; in the data active means inhibition above about 50%;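 further: 0% = vehicle wells with protein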
Target sequence (O75030 whole entry, looked up): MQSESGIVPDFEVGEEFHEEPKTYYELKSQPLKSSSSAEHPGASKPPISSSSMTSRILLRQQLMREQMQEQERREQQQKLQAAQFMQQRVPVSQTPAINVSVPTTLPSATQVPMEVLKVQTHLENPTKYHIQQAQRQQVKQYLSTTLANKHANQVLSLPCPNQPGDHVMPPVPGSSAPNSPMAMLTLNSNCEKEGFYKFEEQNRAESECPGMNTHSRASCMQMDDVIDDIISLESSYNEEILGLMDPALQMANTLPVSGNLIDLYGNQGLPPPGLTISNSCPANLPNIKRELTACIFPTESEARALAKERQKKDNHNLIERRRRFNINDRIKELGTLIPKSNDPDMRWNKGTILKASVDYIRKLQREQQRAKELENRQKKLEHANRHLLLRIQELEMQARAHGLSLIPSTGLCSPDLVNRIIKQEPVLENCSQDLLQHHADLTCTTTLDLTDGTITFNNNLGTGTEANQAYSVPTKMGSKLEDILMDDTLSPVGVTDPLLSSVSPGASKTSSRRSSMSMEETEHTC
Active calls of the source: *; / = not tested or not shown.

SMILES | GPR151 ag | FBW7 activator | TEAD-YAP inh | MITF primary
CC(C)Sc1nc2ccccc2n1CC(N)=O | 1.9 | -0.1 | -4 | -9
COc1ccccc1N1C(=O)CC(Sc2nccc(C)n2)C1=O (stereo not drawn) | 0.5 | 0.5 | 11 | 18
CC(C)(C)C(=O)CSc1nc2ccsc2c(=O)n1Cc1ccc2c(c1)OCO2 | 0.8 | 0.0 | 1 | 4
CCCCCC1=NN(C(=O)Cc2ccc(OC)c(OC)c2)C(O)(C(F)(F)F)C1 (stereo not drawn) | 1.9 | 0.4 | -5 | 6
COc1ccc2cc(S(=O)(=O)N3CCCCCC3)ccc2c1 | -1.1 | 0.0 | -13 | -4
O=C(Cn1c(=O)oc2ccccc21)Nc1cc(Cl)cc(Cl)c1 | 1.4 | 0.0 | 4 | 4
O=C(CC1C(=O)NCCN1Cc1ccc2ccccc2c1)NCCCOc1cccnc1 (stereo not drawn) | -1.1 | 0.0 | -6 | -5
O=C(NCc1nc2ccccc2[nH]1)c1ccnc(Cl)c1 | -1.6 | 0.0 | -10 | -6
OCCN1CCN(c2cc(-c3ccc(OCc4ccccc4)cc3)ncn2)CC1 | -0.6 | -0.3 | -13 | 8
CCC(C(=O)NCCOC)n1ncn2c(cc3occc32)c1=O (stereo not drawn) | 0.5 | 0.0 | 0 | -6
COc1ccc([N+](=O)[O-])cc1N1C(=O)c2ccc(-c3nc4ccccc4c(=O)o3)cc2C1=O | 2.3 | 0.0 | 3 | 3
CC(C)OC(=O)c1ccccc1C(=O)c1ccc(Cl)c([N+](=O)[O-])c1 | 0.6 | 0.0 | 1 | 13
CCCNC(=O)c1cccc(-c2cccc(N)c2)c1 | 4.9 | -0.1 | -10 | 9
O=C(CN1C(=O)CCC1=O)Nc1nnc(-c2ccc(Cl)s2)o1 | -1.5 | 0.0 | -2 | 16
Cc1cccc(N(C)S(=O)(=O)c2c(-c3ccccc3)csc2C(=O)NCc2ccccn2)c1 | -0.5 | -0.2 | -2 | 0
CC1CCc2c(sc(NC(=O)c3cccc(Br)c3)c2C(N)=O)C1 (stereo not drawn) | 0.6 | -0.1 | 0 | 4
CCN(CCCNC(=O)Cn1c2ccccc2c2nc(=O)cc(C)n21)c1cccc(C)c1 | -0.5 | -0.1 | 13 | -4
Cc1ccc(S(=O)(=O)Nc2ccccc2C(=O)Nc2nc3ccc(C)cc3s2)cc1 | 0.1 | -0.1 | 17 | 2
CCOc1cc(C=C2C(=O)NC(=O)NC2=O)ccc1OCCOc1ccc(Cl)c(C)c1 | 0.2 | -0.5 | 14 | 11
COc1ccc(C(C)=O)cc1CSc1nnnn1-c1cccc(C)c1 | 1.5 | 0.6 | 4 | -4
CCCCOc1ccc(S(=O)(=O)N2CCN(c3ccccc3OC)CC2)cc1 | 0.1 | 0.1 | 3 | 6
CCCc1nnc(NC(=O)COCC)s1 | 1.1 | -0.1 | 11 | 6
CC(=O)OC[C@H]1O[C@@H](O/N=C2\C[C@@H](O)[C@@H](O)[C@@H]3[C@@H]4C(=O)N(C[C@@H]5CCCO5)C(=O)[C@@H]4CC[C@H]23)C(OC(C)=O)[C@@H](OC(C)=O)C1OC(C)=O (stereo partly drawn) | 0.0 | 0.0 | / | -1
Cc1nc(C)n(-c2ccc(Nc3cc(-c4nn(CCN5CCOCC5)cc4-c4ccccc4)ccn3)cc2)n1 | -1.5 | -0.1 | -5 | 4
COCCNC(=S)NCCCNc1nc2cc(C)c(C)cc2cc1C#N | -0.5 | 0.6 | 5 | -15

Arranged by number of heavy atoms (lowest first): some entries from above
SMILES | GPR151 ag | FBW7 activator | TEAD-YAP inh | MITF primary
CCCc1nnc(NC(=O)COCC)s1 | 1.1 | -0.1 | 11 | 6
O=C(CN1C(=O)CCC1=O)Nc1nnc(-c2ccc(Cl)s2)o1 | -1.5 | 0.0 | -2 | 16
COCCNC(=S)NCCCNc1nc2cc(C)c(C)cc2cc1C#N | -0.5 | 0.6 | 5 | -15
CCCCOc1ccc(S(=O)(=O)N2CCN(c3ccccc3OC)CC2)cc1 | 0.1 | 0.1 | 3 | 6
OCCN1CCN(c2cc(-c3ccc(OCc4ccccc4)cc3)ncn2)CC1 | -0.6 | -0.3 | -13 | 8
Cc1cccc(N(C)S(=O)(=O)c2c(-c3ccccc3)csc2C(=O)NCc2ccccn2)c1 | -0.5 | -0.2 | -2 | 0

The results go on.
SMILES | GPR151 ag | FBW7 activator | TEAD-YAP inh | MITF primary
CCOC(=O)C1=C(C)NC(=O)N(C(C)=O)C1c1ccccc1F (stereo not drawn) | 0.9 | 0.2 | 1 | -6
CC(C)CCNC(=O)c1cn(C)c2ccc(S(=O)(=O)N3CC(C)CC(C)C3)cc2c1=O (stereo not drawn) | 0.4 | 0.1 | 1 | 21
Cc1cc(C(=O)Nc2cccc(-c3nc4ccccc4o3)c2)no1 | 0.2 | 0.0 | -15 | 10
O=C1NC2(CCCCCC2)C(=O)N1CC(=O)N1CCc2ccccc21 | -0.7 | -0.1 | 0 | -1
CC(C)(C)c1ccc(C(=O)Nc2nnc(CCS(=O)(=O)c3ccc(Cl)cc3)s2)cc1 | -1.5 | 0.0 | -4 | -1
COc1ccccc1/C=C1\Oc2c(ccc(O)c2CN(C)C)C1=O | 0.3 | 0.0 | 2 | -10
O=C(O)COc1ccccc1/C=c1\sc2nc3ccccc3n2c1=O | 0.8 | -0.1 | -5 | -9
Cn1c(=O)c2c(nc(NCc3ccco3)n2Cc2ccccc2Br)n(C)c1=O | -1.2 | -0.1 | -3 | 12
CCOC(=O)C(=NCCCOC)NNc1cc(C(F)(F)F)ccc1Cl | -1.4 | -0.1 | 5 | -6
c1ccc(C2=NNC(c3ccco3)=Nc3ccccc32)cc1 | 0.3 | -0.2 | -8 | -6
CC1CCC2C(=O)N(c3ccc(O)cc3)C(=O)C2C1 (stereo not drawn) | 1.5 | 0.1 | 0 | -1
Oc1ccccc1C1CC(c2ccc3c(c2)OCO3)=NC(c2ccc(Br)cc2)N1 (stereo not drawn) | -2.0 | -0.1 | -76 | 10
COc1ccccc1NC(=O)c1ccc(N(C)C)cc1 | -1.5 | -0.1 | -51 | 0
COc1ccccc1NC(=O)Nn1cnnc1 | -0.1 | 0.0 | 3 | 15
CCOC(=O)c1c(NC(=O)/C(C#N)=C\c2ccco2)sc2c1CCCC2 | 1.1 | 0.1 | 13 | 6
CCNS(=O)(=O)c1cc(C(F)(F)F)ccc1Cl | 2.0 | -0.2 | 2 | 0
COc1ccc(-c2nc3c4ccccc4ccn3c2C(C)=O)cc1 | 1.4 | 0.1 | 1 | 13
COc1ccc(C(=O)Cc2ccccc2)cc1 | -6.0 | 0.1 | -27 | 3
COc1ccccc1C(O)C(F)(F)F (stereo not drawn) | -0.7 | 0.9 | 9 | 2
CSCCC(NC(=O)/C(=C\c1cccc([N+](=O)[O-])c1)NC(=O)c1ccco1)C(=O)O (stereo not drawn) | -1.2 | 0.1 | 16 | 9
Cc1cc(S(=O)(=O)N2CCN(c3ccc(-c4ccco4)nn3)CC2)ccc1F | 1.3 | -0.1 | -8 | 12
CC1=C(C(=O)Nc2ccc(C)cn2)C(c2cccs2)C2=C(CC(C)(C)CC2=O)N1 (stereo not drawn) | -0.3 | -0.1 | 58* | -5
N#CCSc1nsc2sc(C#N)c(N)c12 | -2.1 | 0.0 | 30 | 12
O=S(=O)(c1ccccc1)N1CCC2(CC1)CO2 | 0.1 | 0.0 | 3 | 7
CCc1nnc(NC(=O)CC23CC4CC(CC(Br)(C4)C2)C3)s1 | 1.4 | 0.1 | 1 | 14

Whole records, quoted from the list.
CC(C)(C)c1ccc(C(=O)Nc2nnc(CCS(=O)(=O)c3ccc(Cl)cc3)s2)cc1 is listed with GPR151 ag = -1.5; FBW7 activator = 0.0; TEAD-YAP inh = -4; MITF primary = -1
Cn1c(=O)c2c(nc(NCc3ccco3)n2Cc2ccccc2Br)n(C)c1=O is listed with GPR151 ag = -1.2; FBW7 activator = -0.1; TEAD-YAP inh = -3; MITF primary = 12

Remaining list, next part
SMILES | GPR151 ag | FBW7 activator | TEAD-YAP inh | MITF primary
COc1cccc2cc(C(=O)Nc3ccc(NC(C)=O)cc3)c(=O)oc12 | -1.2 | 0.2 | 7 | 3
Cc1noc(C)c1S(=O)(=O)Nc1ccc(Br)cc1 | 0.4 | -0.3 | -9 | -22
Cc1ccc(C(=O)N/N=C2\CC3CCC2(C)C3(C)C)cc1 (stereo not drawn) | 0.8 | -0.1 | 1 | 3
O=C(Cn1nnc2c(cnn2-c2ccc(F)cc2)c1=O)NCc1ccco1 | 0.6 | 0.1 | -1 | -1
CC(OC(=O)CNS(=O)(=O)/C=C/c1ccccc1)C(=O)N1CCc2ccccc21 (stereo not drawn) | 0.8 | -0.1 | 12 | -8
COc1ccc(N2CCN(C3CCCN(C(=O)CCc4cccs4)C3)CC2)cc1 (stereo not drawn) | 3.6 | -0.1 | 2 | 3
O=C(Nc1ccc(F)c(Cl)c1)c1cccc2ccccc12 | -0.6 | 0.0 | -43 | -1
COC(=O)c1nnn(CC(=O)Nc2cc(F)ccc2F)c1C(=O)OC | -0.8 | 0.7 | 12 | 3
Cc1ccc(OCC(=O)Nc2cc3nn(-c4ccccc4)nc3cc2C)c(C)c1 | 0.6 | -0.1 | -3 | -3
CCC(=O)c1ccc(N2CCN(C(=O)c3cccc(F)c3F)CC2)c(F)c1 | 1.6 | 0.0 | 4 | -1
CCc1nc2ccc(C(=O)NCc3ccc4c(c3)OCO4)cc2nc1CC | 0.6 | 0.0 | -9 | -10
Cc1ccc(S(=O)(=O)N(CCCO)Cc2cc3cc(C)ccc3[nH]c2=O)cc1 | 0.8 | -0.1 | 4 | -1
COc1ccc(OCc2cc(C(=O)NC(C)Cn3cncn3)no2)c(Cl)c1 (stereo not drawn) | 0.4 | 0.1 | -31 | 15
COc1ccc(N2CCN(CN3C(=O)NC4(CCC(C)CC4)C3=O)CC2)cc1 (stereo not drawn) | -1.0 | 0.0 | 10 | 5
Cc1cc(=O)oc2cc(OCC(=O)Nc3ccc(Br)cc3)ccc12 | -0.7 | -0.1 | -2 | -2
CC(NC(=O)c1ccc(N2CCC(NCc3ccccn3)CC2)cc1)c1ccccc1 (stereo not drawn) | -0.5 | -0.2 | -3 | 23
Cc1ccc([N+](=O)[O-])cc1NC(=O)CN1C(=O)c2cccc3cccc1c23 | 0.8 | 0.3 | -5 | 5
Cc1cc(C)c(NC(=O)c2cc([N+](=O)[O-])ccc2N2CCOCC2)c(C)c1 | -0.1 | -0.1 | 2 | -4
N#Cc1ccc2c(c1)nc1c3ccc(C(=O)O)c4c(C(=O)O)ccc(c(=O)n21)c43 | -0.7 | -0.1 | 1 | -6
O=C1C2C3C=CC(C3)C2C(=O)N1c1ccc(Br)c(Cl)c1 (stereo not drawn) | 1.0 | 0.0 | -4 | -14
Cc1ccc(OCCOCCn2ccnc2)c([N+](=O)[O-])c1 | -1.1 | -0.1 | -2 | 2
O=S(=O)(c1ccccc1Cl)C(F)(F)F | -0.3 | -0.1 | 6 | 12
COC(=O)C1(Cc2ccccc2)NC(c2ccccc2F)C2C(=O)N(C)C(=O)C21 (stereo not drawn) | -1.2 | -0.2 | -3 | -5
Cc1ccc(NC(=O)CCN2CCOCC2)cc1Br | -0.5 | 0.1 | -9 | 27
COc1ccc(Cl)cc1NC(=O)Cn1c(=O)oc2ccccc21 | 0.8 | 0.2 | 2 | 9
SMILES | GPR151 ag | FBW7 activator | TEAD-YAP inh | MITF primary
O=C1NC(=O)/C(=C\c2ccc(OCc3ccc(Br)cc3)c(Br)c2)N1 | -1.5 | -0.1 | -12 | -5
COc1ccc(NC(=O)CSc2nnc(CNC(=O)COc3ccccc3)n2-c2ccc(Br)cc2)cc1 | 2.0 | -0.1 | 6 | 2
Cn1c(=O)c2c(nc3n(CCO)c(-c4ccccc4)cn23)n(C)c1=O | -0.7 | 0.0 | 10 | -9
CCOC(=O)c1nccn1CC(=O)Nc1cc(Cl)ccc1OC | -0.1 | -0.2 | -10 | -5
O=C(Nc1ccc(F)c(Cl)c1)c1ccc([N+](=O)[O-])o1 | -0.7 | -0.3 | 15 | -2
CSc1nnc(NC(=O)c2c(-c3ccccc3Cl)noc2C)s1 | -2.3 | 0.1 | 4 | 13
CC(C)(C)NC(=O)CN(c1ccc([N+](=O)[O-])cc1)S(=O)(=O)c1ccccc1 | -0.7 | 0.1 | 1 | 3
O=C(COc1cccc(Cl)c1)Nc1ccc(Cl)c([N+](=O)[O-])c1 | -0.6 | 0.8 | -4 | 13
COc1ccc(C2C(C(=O)Nc3ccc(F)c(Cl)c3)c3ccccc3C(=O)N2c2ccc(OC)cc2)cc1 (stereo not drawn) | -0.9 | -0.1 | -2 | 7
CCN1CCN(C2=C(Cl)C(=O)N(c3ccccc3OC)C2=O)CC1 | -0.5 | 0.2 | 2 | 3
CC(C)n1cnc2c(NC3CC3)nc(Nc3ccccc3)nc21 | 1.6 | 0.3 | 0 | 18
Cc1ccc(-c2cn3cccnc3n2)cc1NC(=O)c1cccc(F)c1 | -0.1 | 0.4 | -3 | 13
Cc1cc(NC(=O)/C=C/c2cccc(F)c2)n(-c2nc3ccccc3[nH]2)n1 | 0.2 | 0.0 | -4 | 10
Cc1cc(NCCCN2CCCC2=O)nc(Nc2nccc3ccccc23)n1 | -1.0 | 0.1 | 2 | 14
CC(C)Cn1cc(C(=O)NC(C)C)c(=O)c(C(=O)NC(C)c2cccs2)c1 (stereo not drawn) | -1.4 | -0.1 | -20 | 0
CCN(CC)C(=O)C1CCCN(c2cc(C(=O)NCCCN3CCCC3=O)c3ccccc3n2)C1 (stereo not drawn) | -1.0 | 0.1 | 2 | 17
